SENP1 inh: human SENP1 catalytic domain inhibitors, primary screen, biochemical, FRET, uHTS; inhibition, % at 10 µM; 360,000 tested, 0.21% active; Sentrin-specific protease 1 (Homo sapiens), Q9P0U3; AID 624204, 2012; recombinant SENP1 catalytic domain, CyPet-SUMO1-YPet FRET cleavage;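 active = inhibition at least 30% at 10 µM, raw YFP signal under a set limit, fluorescence ratio 0.5 to 1.5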;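 note: 0% = enzyme with DMSO and 100% = no enzyme wells; some results filed as inactive read as strong as hits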
Target sequence (Q9P0U3 419-644 limits assumed): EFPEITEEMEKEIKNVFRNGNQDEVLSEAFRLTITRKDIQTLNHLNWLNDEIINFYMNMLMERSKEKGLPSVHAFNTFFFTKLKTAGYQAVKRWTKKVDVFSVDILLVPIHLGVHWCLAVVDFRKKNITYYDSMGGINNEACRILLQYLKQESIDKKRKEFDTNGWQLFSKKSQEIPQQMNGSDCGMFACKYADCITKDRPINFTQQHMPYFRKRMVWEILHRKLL
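Compound: 10 µM single point, 0.5% DMSO; Test system: hSENP1 catalytic domain, recombinant; Timing: 50 min reaction at room temperature; Technique: FRET, CFP and YFP emission; Control set: no-enzyme wells low, DMSO-plus-enzyme wells high control.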
SENP8 inh: human SENP8 protease inhibitors, primary screen, biochemical, fluorescence, Nedd8 protein substrate, uHTS; recombinant SENP8; AID 602440, 2012; 360,000 tested, 0.64% active; inhibition, % at 20 µM; Sentrin-specific protease 8 (Homo sapiens), Q96LD8; in the data active = inhibition mostly above about 40%, no sharp cut-off; inactive = mostly below about 27%
Target sequence (Q96LD8 whole entry, looked up): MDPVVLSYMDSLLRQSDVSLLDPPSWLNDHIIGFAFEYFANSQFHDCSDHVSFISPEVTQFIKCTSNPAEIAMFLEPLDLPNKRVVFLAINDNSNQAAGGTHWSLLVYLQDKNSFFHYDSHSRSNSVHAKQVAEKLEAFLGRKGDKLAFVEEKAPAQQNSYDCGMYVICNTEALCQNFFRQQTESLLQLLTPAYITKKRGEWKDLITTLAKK
MPTP inh: mitochondrial permeability transition pore inhibitors, primary screen, biochemical, isolated mouse mitochondria, absorbance | Ca2+ swelling absorbance, 30 min | inhibition, % at 10 µM | 360,000 tested, 1.4% active;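 active = inhibition of 50% or more, scaled per plate between neutral and stimulator controls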;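 note: 0% = DMSO wells given calcium and 100% = 1 mM EGTA wells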
* = called active by the depositor; i = inactive. The list is partial. The share of hits here may be higher or lower than overall.

Each structure is followed by: SENP1 inh, SENP8 inh, MPTP inh
1: CC1(C(=O)Nc2ccc3c(c2)OCCO3)CCN1C(=O)Cc1cc(F)ccc1F (stereo not given)
→ -1, 14, 0.1
2: CC1(C(=O)Nc2ccc(Cl)c(C(F)(F)F)c2)Cc2c(-c3ccc4c(c3)OCO4)ccnc2O1 (stereo not given)
→ 0, -73, 1.2
3: Cc1cccc(C)c1C(O)c1ncc(-c2ccc(F)cc2)[nH]1 (stereo not given)
→ -1, 5, 0.8
4: O=C(/C=C/[C@H]1O[C@@H](n2ccc(=O)[nH]c2=O)[C@H](O)[C@@H]1O)NCCc1cccs1
→ -1, 22, -1.7
5: CC(=O)Nc1cccc(-c2ccnc3c2CC(C)(C(=O)Nc2cccc(C(C)=O)c2)O3)c1 (stereo not given)
→ -1, 16, -0.7
6: CCOc1ccc(CCNC(=O)C2CCCN(S(=O)(=O)N3CCCCC3)C2)cc1OCC (stereo not given)
→ 0, 0, -0.2
7: CN1CCCC(C(=O)Nc2cccc(Cl)c2)CC1 (stereo not given)
→ 0, 20, -0.8
8: CCN(CC)c1ncnc2c1ncn2[C@H]1CN(Cc2cccs2)C[C@@H](CO)O1
→ -3, 3, 0.4
9: O=c1[nH]c(=S)[nH]c2c1[C@H](C1CC1)O[C@H](CCc1ccccc1)C2
→ -1, 24, -1.4
10: CCc1nc2c(OCc3ccc(Cl)cc3)cccn2c1N(C=O)Cc1ccccc1
→ -14, -3, -0.4
11: CC(N)c1csc(Nc2ccc(S(C)(=O)=O)cc2)n1 (stereo not given)
→ 1, -17, -1.2
12: CCN1CCC(C(=O)NC(c2ccc(F)cc2)c2ncccc2C)CC1 (stereo not given)
→ -1, 19, 0.7
13: COc1cccc(C(O)c2nc(-c3ccncc3)cs2)c1 (stereo not given)
→ 2, 3, 3.8
14: CCOC(=O)[C@]12CCCC=C1N(Cc1ccco1)C(=O)[C@H](CC(=O)NCCC(C)C)C2
→ 2, 18, -0.7
15: COc1ccc(C(O)c2ncc(-c3ccc4ccccc4c3)[nH]2)cc1F (stereo not given)
→ 0, -199, 1.3
16: CCCCNC(=O)C[C@@H]1C[C@@]2(C(=O)OC)CC(C)(C)CC=C2N(Cc2ccco2)C1=O
→ 2, 6, 2.1
17: CC(C)C[C@H]1CNC(=O)C(=O)N1C[C@H]1CCCN1C[C@H](CC(C)C)N1C[C@H](Cc2ccccc2)N(CCc2ccccc2)C(=O)C1=O
→ 1, 26, -2.5
18: Cc1cccc(CN2CCN(C3CN(Cc4cn(Cc5ccc(F)cc5)nn4)S(=O)(=O)C3)CC2)c1 (stereo not given)
→ 1, 15, 0.0
19: CC(=O)Nc1ccc(C(=O)N2CCCCC2c2cc(C(=O)Nc3ccccc3Cl)no2)cc1 (stereo not given)
→ 1, 7, -0.9
20: O=C(NCC1CCCO1)c1[nH]c(C(F)(F)F)nc1-c1ccccc1 (stereo not given)
→ -1, 5, -1.4
21: O=C1CCN(Cl)C(=O)N1Cl
→ -1, 12, -1.9
22: COc1ccc(CNC(=O)[C@H](Cc2ccccc2)NC(=O)CC[C@H]2O[C@@H](n3ccc(=O)[nH]c3=O)[C@H](O)[C@@H]2O)cc1
→ -1, 20, -2.0
23: CC(C)CCN1C(=O)c2ccccc2C1c1nnnn1-c1ccc2c(c1)OCCO2 (stereo not given)
→ 1, 6, 0.5
24: OC[C@@H]1CN(Cc2ccccc2)C[C@H](n2cnc3c(N4CCN(c5ccccc5)CC4)ncnc32)O1
→ 2, 6, 0.2
25: NC(Cc1ccc(F)cc1)c1csc(Nc2nncc3ccccc23)n1 (stereo not given)
→ -37, -174, 3.6
26: COc1ccccc1Cc1c(-c2ccc(F)cc2)nc2cc(C)c(Br)c(C)n12
→ -19, -1, 2.5
27: COc1cc(C(=O)N2CCCC(c3cc(C(=O)NCc4ccccc4)no3)C2)cc(OC)c1C (stereo not given)
→ 2, 15, 0.1
28: CCOC(=O)C1=CCN(S(=O)(=O)c2cccc(Cl)c2)C1c1ccc(C)cc1 (stereo not given)
→ 0, 10, -0.4
29: Cc1ccc2nc(-c3ccco3)c(Cc3cccc(Cl)c3)n2c1
→ -3, -354, -2.4
30: CCc1nc2ccc(C(=O)Nc3cccc(OC)c3)cn2c1N(CC)Cc1cccc(Br)c1
→ -1, -5, -2.2

Grouped by structure: the entries above with a furan ring, fused or not
Each structure is followed by: SENP1 inh, SENP8 inh, MPTP inh
14: CCOC(=O)[C@]12CCCC=C1N(Cc1ccco1)C(=O)[C@H](CC(=O)NCCC(C)C)C2
→ 2, 18, -0.7
16: CCCCNC(=O)C[C@@H]1C[C@@]2(C(=O)OC)CC(C)(C)CC=C2N(Cc2ccco2)C1=O
→ 2, 6, 2.1
29: Cc1ccc2nc(-c3ccco3)c(Cc3cccc(Cl)c3)n2c1
→ -3, -354, -2.4

More compounds follow.
Each structure is followed by: SENP1 inh, SENP8 inh, MPTP inh
31: C#Cc1ccccc1OCCCN1CCC(C(O)(c2ccccc2)c2ccccc2)CC1
→ 2, 11, 11
32: COc1ccc(C(C)=O)cc1Cn1c(C)c(C(=O)NC2CC2)sc1=O
→ 1, 1, -1.8
33: COc1ncccc1C(=O)Nc1c(-c2ccccc2)[nH][nH]c1=O
→ 3, 16, 0.8
34: CN(C)c1ccc(C(=O)N2CCC2(C)C(=O)O)cc1 (stereo not given)
→ 0, 6, 0.5
35: OC(c1ccc(F)cc1)c1nc(/C=C/c2ccccc2)cs1 (stereo not given)
→ 4, 7, 1.1
36: CN(c1cc2c(c3c1ccn3C)C1CCC2O1)C1CCCCC1 (stereo not given)
→ -3, 8, 1.0
37: CC(C)CC(N)c1csc(Nc2ccc(S(C)(=O)=O)cc2)n1 (stereo not given)
→ -3, -69, 1.2
38: CCCCCCSc1ccc(-c2nc3ccc(C)cn3c2NCCCC)cc1OC
→ -21, -436, 7.0
39: COC(=O)[C@@]1(Cc2ccc(F)cc2)[C@H]2c3cc(C(=O)N(C)C)n(CCCNc4ncc(C(F)(F)F)cc4Cl)c3C[C@H]2CN1C(=O)c1ccccc1
→ -3, -14, 0.4
40: CCCCN(C=O)c1c(CC)nc2c(OCC3CCCCC3)cccn12
→ -4, 2, 1.5
41: CC(C)(C)Cc1c(C2CCCCC2)nc2ccc(Br)cn12
→ -1, 24, 3.7
42: CC(=O)Nc1cc(-c2cccc(NS(C)(=O)=O)c2)cn2c(-c3ccc(F)c(Cl)c3)cnc12
→ -3, -286, 1.3
43: FC(F)(F)c1ccccc1Cc1c(-c2cccc(Cl)c2)nc2ccc(Cl)cn12
→ -17, -287, 3.4
44: Cc1ccc(C(O)c2ncc(-c3ccc(C(F)(F)F)cc3)[nH]2)cc1F (stereo not given)
→ 1, 5, 6.6
45: CC(C)NC(=O)C1(C)CSCC(=O)N1CCCn1ccnc1 (stereo not given)
→ -4, 19, -0.2
46: CC(=O)c1cccc(-c2ccnc3c2CC(C(=O)NCc2ccc(F)c(F)c2)O3)c1 (stereo not given)
→ 1, 6, 0.6
47: Cn1cc([C@]2(O)C(=O)Nc3ccccc32)c2ccccc21
→ 4, 12, 7.9
48: Cc1cc(NC(=O)c2ccc3sc([C@@H]4O[C@H](CO)[C@H](O)[C@H](O)[C@H]4O)nc3c2)no1
→ -1, 21, -0.2
49: O=C(Nc1ccc2c(c1)OCCO2)C(c1ccnc2ccccc12)N1CCN(c2ccc(F)cc2)CC1 (stereo not given)
→ -1, 11, 0.4
50: Cc1cc(C)cc(C(O)c2ncc(-c3ccccc3F)[nH]2)c1 (stereo not given)
→ 0, 11, -0.2
51: CC(C)c1ccc(CN2CCC2(C)C(=O)Nc2ccc3c(c2)OCO3)cc1 (stereo not given)
→ 1, 12, 1.2
52: O=C(Nc1c(-c2ccccc2)[nH][nH]c1=O)c1ccc2ccccc2c1
→ 1, 21, -1.1
53: CC(C)(C)c1cc(NC(=O)C2(C)CCN2C(=O)C2(c3ccccc3)CC2)no1 (stereo not given)
→ 0, 14, 1.6
54: CNc1nc(-c2ccccc2)c2sccc2n1
→ -149, i, -2.3
55: COC(=O)C1=CN(c2ccc(C)cc2)C(N)=C(C#N)C1c1ccccc1F (stereo not given)
→ -4, -59, 1.7
56: COC(=O)Cn1c2ccccc2c(=O)n1C(C)C
→ 3, -393, -0.6
57: CC(=O)OCC(C)n1[nH]c2ccccc2c1=O (stereo not given)
→ 4, -32, -1.1
58: CC(C)(O)C#Cc1ccc(CNC[C@H]2O[C@@H](n3cnc4c(=O)[nH]c(N)nc43)[C@H](O)[C@@H]2O)s1
→ -4, 9, 0.2
59: Cc1ccccc1-c1cnc(C(O)c2ccc(F)cc2)[nH]1 (stereo not given)
→ -1, 4, 0.7
60: CCCC(=O)N1CCCC1(C)C(=O)Nc1cc(OC)ccc1OC (stereo not given)
→ 4, 3, -0.6
61: CC1(C(=O)NS(=O)(=O)c2ccccc2)CCN1C(=O)Cc1cccs1 (stereo not given)
→ 0, 6, -1.0
62: CCCC(=O)N1CCC1(C)C(=O)Nc1ncc(C(=O)OC)s1 (stereo not given)
→ 1, 9, -0.3
63: CN(C)c1cccc(NC(=O)c2ccc(-c3ccc(F)c(F)c3)c3ccoc23)c1
→ 1, 10, 1.2
64: COc1ccc(N2C(=O)c3ccccc3NC(=O)C2C(=O)Nc2ccc3c(c2)OCCO3)cc1 (stereo not given)
→ -16, -68, 0.8
65: CC(C)C[C@H]1CN([C@@H](Cc2ccc(O)cc2)CN2CCC[C@H]2CN2C(=O)C(=O)NC[C@@H]2Cc2ccccc2)C(=O)C(=O)N1CCc1ccccc1
→ 0, 1, -0.7
66: CC(C)NC(=O)C1(C)CCN1C(=O)C(c1ccccc1)c1ccccc1 (stereo not given)
→ 2, 12, 0.4
67: O=C(NCc1cccnc1)c1cc(C2CCCCN2C(=O)CCc2ccccc2)on1 (stereo not given)
→ 1, 20, -0.4
68: CC1=C(C(=O)N(C(C)C)C(C)C)CC(CC(=O)NCc2cccs2)C(=O)N1Cc1ccc(F)cc1 (stereo not given)
→ 0, 22, -1.1
69: COc1ccc(CNC(=O)Nc2nc(C(N)Cc3ccc(Cl)cc3)cs2)cc1 (stereo not given)
→ -4, 7, 3.9
70: Cn1ccc2c(N3c4ccccc4CCc4ccccc43)cc3c(c21)C1CCC3O1 (stereo not given)
→ -31, -86, 2.7
71: Cc1nnsc1C(=O)N1CCCC(C)(C(=O)NS(=O)(=O)C2CC2)C1 (stereo not given)
→ 3, 16, -0.6
72: O=S1(=O)C[C@@H](N2CC[C@@H](O)C2)[C@H](COCc2ccccc2)N1
→ 2, 28, -0.1
73: CC1(Cc2ccc3c(c2)OCO3)C(=O)Nc2ccc(-c3cccc(C(F)(F)F)c3)cc21 (stereo not given)
→ 2, 5, 1.9
74: COCCCNC(=O)c1cccc2c(-c3cccc(C(N)=O)c3)coc12
→ 0, 8, -0.8
75: COc1cccc(Cn2c(Cn3c(-c4cnccn4)nc4ccccc43)nc3ccccc32)c1
→ -6, -402, -0.7
76: CCOC(=O)c1c(-c2ccc(N(C)C)cc2)oc2c1C(OC)CC2 (stereo not given)
→ -20, -385, -0.6
77: COc1ccc(CNc2nn3c(-c4cccc(C(=O)N(C)C)c4)cnc3s2)cc1
→ 0, 9, 1.0
78: CCOC(=O)[C@]12CCCC=C1N(Cc1ccc3c(c1)OCO3)C(=O)[C@H](CC(=O)N1CCCC1)C2
→ 0, 15, 0.3
79: CN(C)CCCOc1ccc(-c2ccc3nncn3c2)cn1
→ -1, 2, 0.3
80: C[C@H](NC(=O)CC[C@H]1O[C@@H](n2ccc(=O)[nH]c2=O)[C@H](O)[C@@H]1O)C(=O)O
→ 2, 32, 0.1
81: O=C(O)c1ccccc1-c1cccc2nncn12
→ 2, -6, -0.8
82: NC(COCc1ccccc1)c1csc(Nc2ccc(S(N)(=O)=O)cc2)n1 (stereo not given)
→ -4, -28, 1.2
83: Nc1nc(CSc2nnnn2-c2ccccc2)nc(Nc2ccccc2)n1
→ -2, 13, 0.0
84: O=C(NC1CCCCC1)C(c1ccnc2ccccc12)n1c(=O)c(-c2ccccc2)nc2ccccc21 (stereo not given)
→ -3, -429, 5.1
85: CC(C)(C)NC(=O)C(c1ccc(C#N)cc1)n1c(=O)c(-c2cc3ccccc3[nH]2)nc2ccccc21 (stereo not given)
→ -20, -416, 4.7

Only SENP8 inh and MPTP inh, for 4 of the compounds above:
item	molecule	SENP8 inh	MPTP inh
77	COc1ccc(CNc2nn3c(-c4cccc(C(=O)N(C)C)c4)cnc3s2)cc1	9	1.0
78	CCOC(=O)[C@]12CCCC=C1N(Cc1ccc3c(c1)OCO3)C(=O)[C@H](CC(=O)N1CCCC1)C2	15	0.3
79	CN(C)CCCOc1ccc(-c2ccc3nncn3c2)cn1	2	0.3
80	C[C@H](NC(=O)CC[C@H]1O[C@@H](n2ccc(=O)[nH]c2=O)[C@H](O)[C@@H]1O)C(=O)O	32	0.1

High-throughput results: PubChem, Sanford-Burnham Center for Chemical Genomics
